Assay outcomes: PubChem, several laboratories
ERa SRC1 pot – ER-alpha (human) coactivator binding potentiation | P03372 | TR-FRET ERalpha-LBD/SRC-Cy5 coactivator binding, 2 h; 100 = basal binding, no effect | coactivator binding (% of control), % at 25.6 µM | 86,000 tested, 1.3% active; in the data active means activity above about 200%;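 further: binding measured in presence of low estradiol as agonist stimulus; 0% = peptide alone without receptor and 100% = receptor with peptide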
sEH act – soluble epoxide hydrolase (human) activation; P34913; purified human sEH enzymatic activity, activator screen; activation, % at 2 µM; 91,000 tested, 0.04% active; AID 717; in the data active means activation above about 37%; further: values of inactives mirror those of a sister screen read the other way
Smad3 FoxH1 inh – inhibitors of human Smad3 transcription factor binding; inhibition, % at 25 µM; P84022; 88,000 tested, 0.29% active; TR-FRET Smad3/Dy647-FoxH1 peptide binding, europium anti-His;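 active means compounds that reduce the energy-transfer binding signal between the protein and its labelled peptide by more than half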;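 further: 0% = Smad3 plus labelled peptide maximal FRET and 100% = peptide-only background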
Target sequence (P84022 whole entry, looked up): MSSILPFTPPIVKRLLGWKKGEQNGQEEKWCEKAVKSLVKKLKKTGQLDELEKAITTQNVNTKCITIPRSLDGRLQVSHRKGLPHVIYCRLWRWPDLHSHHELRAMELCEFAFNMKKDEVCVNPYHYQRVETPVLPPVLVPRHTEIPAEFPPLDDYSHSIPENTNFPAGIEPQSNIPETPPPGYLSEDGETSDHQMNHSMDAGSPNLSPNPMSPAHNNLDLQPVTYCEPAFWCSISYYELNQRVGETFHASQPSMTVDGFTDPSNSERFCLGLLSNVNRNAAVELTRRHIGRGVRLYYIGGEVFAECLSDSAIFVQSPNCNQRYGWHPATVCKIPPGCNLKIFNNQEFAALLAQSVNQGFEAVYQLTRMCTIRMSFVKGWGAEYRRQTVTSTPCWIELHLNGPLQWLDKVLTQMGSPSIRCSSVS
ERa SRC1 inh – ER-alpha (human) coactivator binding inhibition; P03372; TR-FRET ER-alpha LBD / SRC-1 peptide, estradiol-bound; inhibition, % at 25.6 µM; 86,000 tested, 1.7% active; AID 629; in the data active means inhibition above about 50%;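 further: 0% = receptor plus peptide control and 100% = peptide only without receptor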
H69AR growth 86K – growth inhibitors of human H69AR lung tumor cells; viability, % at 10 µM; H69AR lung tumor viability, ATP luminescence, 72 h; stronger effect = lower value; AID 598; 85,000 tested, 6% active;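 active means viability at or below 40%; inactive means viability above 40%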;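 further: multidrug resistant small cell line overexpressing MRP-1 efflux transporter; 100% = mean luminescence of untreated control wells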
Candida biofilm – kills Candida albicans biofilms; 85,000 tested, 0.14% active; C. albicans biofilm + clotrimazole, Alamar Blue; inhibition, % at 6 µM;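 active means inhibition above 20%; inactive means inhibition below 20%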;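 further: preformed 24 hr biofilms exposed to compound for 48 hr; 0% = biofilm without compound and 100% = blank killed by clotrimazole plus chlorhexidine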
ERb SRC1 inh – ER-beta (human) coactivator binding inhibition; inhibition, % at 25.6 µM; 86,000 tested, 1.3% active; Q92731; AID 633; TR-FRET ER-beta LBD / SRC1-Cy5 peptide binding; receptor agonist-loaded with 1 µM estradiol;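 active means compounds whose percent inhibition of the receptor-coactivator binding signal exceeds about 50% in the single-dose screen, limit read from the data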;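 further: 0% = receptor plus peptide wells without compound and 100% = peptide-only wells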
Target sequence (Q92731 whole entry, looked up, the tested form may be a part): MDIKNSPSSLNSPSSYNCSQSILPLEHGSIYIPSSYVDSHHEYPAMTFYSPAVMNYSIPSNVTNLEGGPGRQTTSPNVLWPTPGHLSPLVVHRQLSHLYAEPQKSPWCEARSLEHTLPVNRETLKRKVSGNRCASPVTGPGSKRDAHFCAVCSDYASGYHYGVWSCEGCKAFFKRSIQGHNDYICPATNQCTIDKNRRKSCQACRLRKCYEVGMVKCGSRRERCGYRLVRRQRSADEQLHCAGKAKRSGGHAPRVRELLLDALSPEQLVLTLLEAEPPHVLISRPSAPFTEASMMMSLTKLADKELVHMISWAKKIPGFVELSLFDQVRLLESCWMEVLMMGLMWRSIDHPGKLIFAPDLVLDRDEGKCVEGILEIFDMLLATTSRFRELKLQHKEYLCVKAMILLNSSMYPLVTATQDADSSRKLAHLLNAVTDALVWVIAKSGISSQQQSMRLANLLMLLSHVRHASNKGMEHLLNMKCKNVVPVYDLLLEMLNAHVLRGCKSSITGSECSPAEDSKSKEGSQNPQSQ
Fibroblast inh – blocks proliferation of human lung fibroblasts; viability, % at 10 µM; LL 47 human lung fibroblast viability, ATP luminescence; stronger effect = lower value; 85,000 tested, 1.1% active;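 active means viability at or below 50% in the single dose screen; inactive means viability above 50%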;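 further: compound exposure lasted 72 h before the ATP readout; 100% = median luminescence of untreated cell-only wells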
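Signal: luminescent ATP detection, CellTiter-Glo; assay system: LL 47 human lung fibroblasts; input: 1,150 cells/well; incubation: overnight cell rest, 72 h compound treatment at 37 °C; measure: % viability versus median cells-only luminescence; medium: IMEM growth medium with 15% fetal bovine serum; dosing: compound addition at 0.1% DMSO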
HUVEC inhibit – inhibitors of human endothelial cell proliferation; HUVEC proliferation, CellTiter-Glo luminescence, 72 h; stronger effect = lower value; viability, % at 10 µM (by protocol); 86,000 tested, 1.1% active; AID 648;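 active means viability at or below 30%; inactive means viability above 30%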;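 further: 100% = median luminescence of DMSO-only cell control wells on each plate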
* marks the source's active call; other numbers are inactive results; . = no result given; [ ] = another dose, or the depositor's remark. Some of the compounds tested. The share of hits here may be higher or lower than overall.

1: O=C(Cn1nnc(-c2ccccc2)n1)c1ccccc1
2: CCCCn1c(=O)n(CC(=O)Nc2ccc(C)c(Cl)c2)c(=O)c2c1ncn2Cc1ccco1
3: Cc1oc(-c2cccs2)nc1CS(=O)CC(=O)NCCCN1CC(C)CC(C)C1 (stereo not drawn)
4: O=S(=O)(c1ccccc1C(F)(F)F)N1CCC(n2cnc3ccccc32)CC1
5: N#CC(C(=O)C1CCCCC1)c1nc2ccccc2[nH]1 (stereo not drawn)
6: O=C(C#Cc1cccc([N+](=O)[O-])c1)c1ccccc1
7: CC1(C)NC(=O)N(CCCCOc2cccc(C(F)(F)F)c2)C1=O
8: Cc1cc(S(=O)(=O)Nc2c(C(=O)O)[nH]c3ccccc23)ccc1F

screen / no.	1	2	3	4	5	6	7	8
ERa SRC1 pot	82[fluorescence artefact?]	98	111	99	106[fluorescence artefact?]	77	116[fluorescence artefact?]	112
sEH act	.	.	10	-3	4	-6	.	-30
Smad3 FoxH1 inh	5[fluorescence artefact?]	1	2	-6	14	10	0	0
ERa SRC1 inh	7[fluorescence artefact?]	-6	2	-1	-28	-6	-5	0
H69AR growth 86K	100	101	91	64	44	2.6*	99	93
Candida biofilm	4	-6	5	-4	9	6	4	4
ERb SRC1 inh	10	-8	3	-1	-27	-3	5	1
Fibroblast inh	106	89	92	95	85	48*	93	96
HUVEC inhibit	85	104	102	90	92	61	82	92

Looked up by compound from the list above:
7: CC1(C)NC(=O)N(CCCCOc2cccc(C(F)(F)F)c2)C1=O
5: N#CC(C(=O)C1CCCCC1)c1nc2ccccc2[nH]1 (stereo not drawn)
3: Cc1oc(-c2cccs2)nc1CS(=O)CC(=O)NCCCN1CC(C)CC(C)C1 (stereo not drawn)

screen / no.	7	5	3
ERa SRC1 pot	116[fluorescence artefact?]	106[fluorescence artefact?]	111
sEH act	.	4	10
Smad3 FoxH1 inh	0	14	2
ERa SRC1 inh	-5	-28	2
H69AR growth 86K	99	44	91
Candida biofilm	4	9	5
ERb SRC1 inh	5	-27	3
Fibroblast inh	93	85	92
HUVEC inhibit	82	92	102

(more compounds)
9: Cc1nc2cc(NC(=O)COc3ccccc3C#N)ccc2n1-c1ccccc1
10: Cc1cc(C2C(=O)C(C(=O)c3ccc(Cl)cc3)C(=O)CC2(C)C)on1 (stereo not drawn)
11: O=C(NCc1ccc(F)cc1)c1cnc2sccn2c1=O
12: COC(=O)c1sccc1NC(=O)c1ccc(C)o1
13: CCOC(=O)C1=C(C)NC(=O)NC1c1ccc(NC(C)=O)cc1 (stereo not drawn)
14: Clc1ccccc1CSc1nnc(-c2cccnc2)n1Cc1ccco1
15: O=C(CCSc1nnc2scc(-c3ccccc3)n12)Nc1nc(-c2ccccc2)ns1
16: COc1ccc(-c2nc(CSCC(=O)N3CCN(C)CC3)c(C)o2)cc1OC

screen / no.	9	10	11	12	13	14	15	16
ERa SRC1 pot	104	117	48	119[fluorescence artefact?]	104	105	186	113
sEH act	-23	.	.	12	-4	2	-6	1
Smad3 FoxH1 inh	-7	7	12	-4	-10	1	-1[fluorescence artefact?]	9
ERa SRC1 inh	-6	-1	6	2	1	-5	1[fluorescence artefact?]	-5
H69AR growth 86K	80	95	89	48	98	80	109	92
Candida biofilm	4	6	12	-5	9	8	.	10
ERb SRC1 inh	-32	-3	23	-1	-3[fluorescence artefact?]	-7	6	-3
Fibroblast inh	104	99	103	92	108	98	98	98
HUVEC inhibit	85	93	85	86	99	102	71	98

17: Cc1oc2c(CN3CCCC3)c(O)ccc2c(=O)c1Oc1ccccc1Br
18: O=C(Nc1ccon1)C1CCN(S(=O)(=O)c2cccs2)CC1
19: CCCn1c(C)cc(-c2csc(N)n2)c1C
20: CCOc1cc(CNc2ccc3c(c2)CCC3)ccc1O
21: CCCN1CN(Cc2ccccc2)CC2=C1CC(C)(C)CC2=O
22: CC(=O)NC1N=C(C)N(c2ccccc2)C1=O (stereo not drawn)
23: COc1ccc(-c2cc(=O)[nH][nH]2)cc1
24: O=S(=O)(c1ccc(F)cc1)N1CCn2c(nc3ccccc32)C1

screen / no.	17	18	19	20	21	22	23	24
ERa SRC1 pot	119	155	71[fluorescence artefact?]	81	108	100	91	115
sEH act	26	7	4	4	-2	-5	-7	6
Smad3 FoxH1 inh	-3	3	-9	19	2	6	-20	7
ERa SRC1 inh	-7	-6[fluorescence artefact?]	18[fluorescence artefact?]	-6	-4	0	4	-7
H69AR growth 86K	84	88	71	53	75	98	88	90
Candida biofilm	8	7	15	-3	8	3	0	9
ERb SRC1 inh	-6	10	37[fluorescence artefact?]	2	3	-7	9	1
Fibroblast inh	95	96	102	90	91	100	111	102
HUVEC inhibit	90	87	91	86	91	110	113	105

25: O=C(COC(=O)CCc1c[nH]c(=O)[nH]1)Nc1ccccc1Cl
26: CC(=O)c1cc2c(cc1NC(=O)c1cc(C)nn1-c1ccccc1)OCO2
27: CC1(C)N=C(SCC(=O)Nc2ccc(Cl)cc2)C(c2ccc(Cl)cc2)=N1
28: COc1ccc(C2CC(=O)C(C=NCCN3CCN(C(C)=O)CC3)=C(O)C2)cc1OC (stereo not drawn)
29: CCCCn1c(C)nc2c(=O)n(C)c(=O)[nH]c21
30: O=C(Nc1nnc(Cc2ccccc2)s1)c1ccco1
31: CCC(CC)c1nnc(NS(=O)(=O)Cc2ccccc2)s1
32: O=c1cc(CSc2ccc(S(=O)(=O)N3CCCCC3)cn2)nc2sccn12

screen / no.	25	26	27	28	29	30	31	32
ERa SRC1 pot	109	107	100	124	93	102	109	136[fluorescence artefact?]
sEH act	6	.	13	.	-1	-10	-6	0
Smad3 FoxH1 inh	6	0	12	3	-16[fluorescence artefact?]	13	6[fluorescence artefact?]	1
ERa SRC1 inh	-4	2	-1	-3	5	-2	-25	25
H69AR growth 86K	80	33*	8.4*	104	91	95	87	76
Candida biofilm	5	3	9	.	3	3	8	0
ERb SRC1 inh	-2	15	2	-3	8	-3	-25	21[fluorescence artefact?]
Fibroblast inh	102	74	95	100	106	104	97	92
HUVEC inhibit	88	46	77	94	102	83	98	88

33: COC1(OC)N=C(N)C2(C#N)C(c3ccc(F)cc3)C12C#N (stereo not drawn)
34: COc1ccc(Cc2noc(-c3ccc(C)cc3)n2)cc1
35: Cc1ccc(CN(Cc2cc3cc(C)ccc3[nH]c2=O)C(=O)N2CCOCC2)cc1
36: CCCCNS(=O)(=O)C1CCS(=O)(=O)C1 (stereo not drawn)
37: Cn1nnnc1SCC(=O)Nc1ccccc1C(=O)NC1CC1
38: Cc1ccc(CNc2ccc(N3CCOCC3)c(C(=O)O)c2)s1
39: O=C(Nc1ccccc1Oc1ccccc1)c1cnccn1
40: COc1cc(C(c2nnnn2C2CCCC2)N2CCN(C)CC2)cc(OC)c1OC (stereo not drawn)

screen / no.	33	34	35	36	37	38	39	40
ERa SRC1 pot	115	93	484*	101	91	108	94	122
sEH act	.	.	13	2	-10	3	3	.
Smad3 FoxH1 inh	-11	2	1	-6	12	5	-4	9
ERa SRC1 inh	-6	-9	0	-1	0	-35	-1	-15
H69AR growth 86K	88	103	73	88	104	97	93	88
Candida biofilm	7	2	4	6	9	7	9	8
ERb SRC1 inh	-2	-8	-6	-8	-5	-2	1	9
Fibroblast inh	95	97	101	91	102	98	93	102
HUVEC inhibit	86	117	96	87	103	106	92	98

41: O=c1nc(N2CCOCC2)nc2n1CCO2
42: CC(=O)c1ccc(N(C(=O)Cn2nnc3ccccc32)C(C(=O)NC2CCCCC2)c2cn(C)nc2C)cc1 (stereo not drawn)
43: CC(C)(C)NS(=O)(=O)c1ccc2c(c1)oc(=O)c1cc(S(=O)(=O)NC(C)(C)C)ccc12
44: O=C(CSc1nnc2ccccn12)N1CCOCC1
45: CC(C)(C)NC(=O)c1cc(NC(=O)c2ccco2)cc(NC(=O)c2ccco2)c1
46: COc1ccc(S(=O)(=O)N2CCn3c2nc2ccccc23)cc1
47: N#C/C(=C(/O)COC(=O)c1ccc2c(c1)OCCO2)c1nc2ccccc2[nH]1
48: CCOC(=O)c1cccc(NC(=O)CSc2nnc(COc3ccccc3C)o2)c1

screen / no.	41	42	43	44	45	46	47	48
ERa SRC1 pot	100	129	137	112	110	92	62[fluorescence artefact?]	118
sEH act	17	7	0	6	6	1	3	2
Smad3 FoxH1 inh	8	-3	5	2	7	-16	3	1
ERa SRC1 inh	-24	-10	-6	16	-10	4	41[fluorescence artefact?]	-33
H69AR growth 86K	93	95	95	96	77	87	93	84
Candida biofilm	7	6	4	3	-2	-5	6	9
ERb SRC1 inh	-20[fluorescence artefact?]	-17	-25	0	-6	5	43	-26[fluorescence artefact?]
Fibroblast inh	97	100	100	87	99	100	.	96
HUVEC inhibit	99	99	100	92	90	92	88	99

49: Cn1c(=O)oc2cc(S(=O)(=O)N3CCN(c4ccccn4)CC3)ccc21
50: Cc1nnc2n(Cc3ccccc3)c(=O)c3c4c(sc3n12)CCCC4
51: COc1ccc(OC)c(NC(=O)C2COc3ccccc3O2)c1 (stereo not drawn)
52: Cc1c(NC(=O)C(C)OC(=O)c2cc3c4ccccc4n(C)c3s2)c(=O)n(-c2ccccc2)n1C (stereo not drawn)
53: Cc1cc(C)c(S(=O)(=O)N(C)CC(=O)NC2CCCC2)c(C)c1
54: Cn1c(SCC(=O)NCCc2ccccc2)nnc1-c1ccco1
55: COc1cc(Cn2c(C(=O)O)cc3sccc32)cc(OC)c1OC
56: O=c1[nH]c(CN2CCN(c3ccc(F)cc3)CC2)nc2ccccc12

screen / no.	49	50	51	52	53	54	55	56
ERa SRC1 pot	97	77	93[fluorescence artefact?]	96	112	96	125	93
sEH act	.	.	-19	-1	1	15	.	-2
Smad3 FoxH1 inh	-5	6	-17	10	1	-1	10	-4
ERa SRC1 inh	6	-5	0	0	-12	7	-6	6
H69AR growth 86K	78	87	69	60	86	90	83	90
Candida biofilm	4	2	-1	-3	6	9	6	7
ERb SRC1 inh	-10[fluorescence artefact?]	-5	3	-2	-8	-10	1	-6
Fibroblast inh	74	98	102	78	107	102	97	97
HUVEC inhibit	108	96	87	92	100	90	93	91
